Screens: PubChem BioAssay, several laboratories
SSB-PriA inh = blocks PriA binding to SSB C-terminal tail. AlphaScreen SSBct-PriA binding, biotinylated peptide. inhibition, % at 33 µM. 430,000 tested, 0.6% active; in the data active means inhibition mostly above about 37%, no sharp cut-off; inactive means mostly below about 20%;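 further: plate controls were negative control peptide for no effect and reference peptide for full effect; strong numbers were not always called active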
MazF activator = MazEF (E. coli) toxin RNase activation | AID 504720 | FAM/BHQ RNA-DNA oligo cleavage fluorescence, 5 h | P0AE70 | activation, % at 20 µM | 350,000 tested, 0.32% active; in the data active means activation above about 50%
Target sequence (P0AE70 whole entry, looked up): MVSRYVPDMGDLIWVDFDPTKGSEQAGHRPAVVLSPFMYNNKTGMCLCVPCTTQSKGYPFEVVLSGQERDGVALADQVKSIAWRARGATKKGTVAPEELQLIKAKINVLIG
VHR inh abs = DUSP3 (human) phosphatase inhibition; P51452; AID 1654; inhibition, % at 13.3 µM; 290,000 tested, 0.52% active; recombinant VHR phosphatase, pNPP absorbance; in the data active means inhibition above about 50%; further: some compounds called inactive have numbers as strong as hits
Target sequence (P51452 whole entry, looked up): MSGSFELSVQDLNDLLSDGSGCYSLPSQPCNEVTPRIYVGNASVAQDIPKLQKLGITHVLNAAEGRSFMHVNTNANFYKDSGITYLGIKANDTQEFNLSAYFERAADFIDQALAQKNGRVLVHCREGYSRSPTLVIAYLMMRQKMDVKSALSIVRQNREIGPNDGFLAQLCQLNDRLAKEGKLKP
CCHF vOTU inh = CCHFV vOTU protease inhibition | Pep-AMC fluorescence | inhibition, % at 11.5 µM | 370,000 tested, 0.55% active; in the data active means inhibition above about 30%; further: 0% = vehicle wells with enzyme and 100% = no enzyme wells
PrPC TRFRET = inhibitors of human cell surface prion protein PrPC; P04156; AID 720596; inhibition, % at 13.8 µM; 370,000 tested, 0.43% active; TR-FRET read-out; in the data active means inhibition above about 24%; further: 0% = median of the test wells and 100% = reference compound wells
Anthrax LF prot = inhibitors of Bacillus anthracis lethal factor protease; inhibition, % at 10 µM; 360,000 tested, 0.12% active; multiplex microsphere protease cleavage assay, LF; AID 588501; P15917; further: plate controls were buffer without enzyme for full effect and enzyme alone for no effect
BoNT A protease = inhibitors of Botulinum neurotoxin A light chain protease; multiplex microsphere protease substrate cleavage, flow cytometry; inhibition, % at 10 µM; 360,000 tested, 0.17% active; AID 588499; further: plate controls were buffer without enzyme for full effect and enzyme alone for no effect
3CLpro inhibitor = SARS-CoV 3CLpro protease inhibition; P0C6X7; recombinant SARS-CoV 3CLpro, quenched FRET peptide cleavage; inhibition, % at 6 µM; 290,000 tested, 0.14% active; AID 1706; in the data active means inhibition above about 12%
BoNT F protease = blocks Botulinum neurotoxin F light chain protease. inhibition, % at 10 µM. Multiplex microsphere protease cleavage assay, flow cytometry. 360,000 tested, 0.22% active; in the data active means inhibition above about 35%, passing the limit was not always enough; inconclusive means no clear call, values can overlap the other calls; further: plate controls were buffer without enzyme for full effect and enzyme alone for no effect
Rv3671c inh = inhibits the M. tuberculosis serine protease Rv3671c. P9WHR9. inhibition, % at 5.96 µM. 320,000 tested, 0.048% active. AID 2606; in the data active means inhibition above about 38%;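 further: extracellular domain of Rv3671c used as enzyme; 0% = enzyme with DMSO and 100% = no enzyme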
Target sequence (P9WHR9 whole entry, looked up, the tested form may be a part): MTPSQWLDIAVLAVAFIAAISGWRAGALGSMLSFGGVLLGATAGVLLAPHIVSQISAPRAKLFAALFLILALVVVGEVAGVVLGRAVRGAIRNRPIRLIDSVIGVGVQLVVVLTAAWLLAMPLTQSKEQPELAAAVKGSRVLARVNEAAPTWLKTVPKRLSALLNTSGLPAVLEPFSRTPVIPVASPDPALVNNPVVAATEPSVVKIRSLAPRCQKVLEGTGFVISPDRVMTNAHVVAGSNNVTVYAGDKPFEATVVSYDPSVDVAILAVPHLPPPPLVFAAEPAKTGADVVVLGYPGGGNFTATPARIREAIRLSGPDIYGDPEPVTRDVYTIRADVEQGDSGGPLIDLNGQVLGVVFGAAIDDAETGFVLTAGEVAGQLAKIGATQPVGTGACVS
An asterisk follows results filed as active; & = joins results of further samples. Unless noted, no stated cut-off is given here; in the data, active means inhibition above about 30%; inconclusive means no clear call, values can overlap the other calls; inactive means below that. Not all compounds are listed; the hit share may differ from the screen's.

`O=C(C[C@H]1C[C@H](C(=O)N2CCCCC2)[C@@]2(CCc3ccccc3)c3[nH]c4ccc(Cl)cc4c3CCN2C1=O)NCCCn1ccnc1` gave SSB-PriA inh 5, MazF activator 2, CCHF vOTU inh -5, PrPC TRFRET -4, Anthrax LF prot -3, BoNT A protease -0.6 and BoNT F protease -9.
For O=c1[nH]cnc(O)c1C(c1cccc([N+](=O)[O-])c1)c1c(O)nc[nH]c1=O the results were SSB-PriA inh 4, MazF activator 11, VHR inh abs -26, CCHF vOTU inh 17, PrPC TRFRET 1, Anthrax LF prot -3, BoNT A protease -2.4, 3CLpro inhibitor -4, BoNT F protease -5 and Rv3671c inh -1.
For CC1(C)CC(=O)C=C(c2ccc(Oc3ccccc3)cc2)C1 the results were SSB-PriA inh -33, MazF activator -10, CCHF vOTU inh 1, PrPC TRFRET -5, Anthrax LF prot 10, BoNT A protease 0.0, BoNT F protease 5 and Rv3671c inh 7.
For CSC1SCC2C(=O)N(C)C(C(C)C)C(=O)OCC(NC(=O)c3cnc4ccccc4n3)C(=O)NC(C)C(=O)N(C)C1C(=O)N(C)C(C(C)C)C(=O)OCC(NC(=O)c1cnc3ccccc3n1)C(=O)NC(C)C(=O)N2C (centres undefined) the results were SSB-PriA inh -1, MazF activator -56, CCHF vOTU inh 15, PrPC TRFRET 26*, Anthrax LF prot -7, BoNT A protease 0.0 and BoNT F protease -6.
Screening CCOc1ccccc1C(=O)NCC(=O)OCCCOC(=O)CNC(=O)c1ccccc1OCC returned SSB-PriA inh -1, MazF activator 5, CCHF vOTU inh 8, PrPC TRFRET -2, Anthrax LF prot 4, BoNT A protease 3.5, BoNT F protease 8 and Rv3671c inh 4.
For OC1(c2ccccc2)C/C(=N\n2cnnc2)C=C1c1ccccc1 (centres undefined) the results were MazF activator -5, VHR inh abs -21, CCHF vOTU inh -15, PrPC TRFRET -1, Anthrax LF prot -4, BoNT A protease -2.5, 3CLpro inhibitor -1, BoNT F protease -14 and Rv3671c inh 9.
For COc1cccc(NC(=O)C2C3C=CC4(O3)C2C(=O)N(C2CC2)C4C(=O)NC2CCCCC2C)c1 (centres undefined) the results were SSB-PriA inh -11, MazF activator -16, VHR inh abs 36, CCHF vOTU inh 4, PrPC TRFRET -3, Anthrax LF prot -2, BoNT A protease 0.2, 3CLpro inhibitor 4, BoNT F protease -14 and Rv3671c inh 14.
For Cc1ccc(S(=O)(=O)NC2CCSC2=O)cc1C (centres undefined) the results were SSB-PriA inh -13, MazF activator 2, CCHF vOTU inh 6, PrPC TRFRET 6, Anthrax LF prot -3, BoNT A protease -0.5, BoNT F protease -2 and Rv3671c inh 2.
`CCOc1cccc2cc(C(=O)NCc3ccccc3)c(=N)oc12` gave SSB-PriA inh 7, MazF activator -2, VHR inh abs 20, Anthrax LF prot -16, BoNT A protease 3.1, 3CLpro inhibitor 2, BoNT F protease -7 and Rv3671c inh -6.
For CN(Cc1nc(-c2cccs2)no1)CC1COCCO1 (centres undefined) the results were SSB-PriA inh -7, MazF activator 6, VHR inh abs 13, CCHF vOTU inh -5, PrPC TRFRET -1, Anthrax LF prot -2, BoNT A protease -1.0, 3CLpro inhibitor 0, BoNT F protease 0 and Rv3671c inh -8.
`CC(C)(C)C1CCC(=NNC(=O)CC(=O)NCc2ccccc2)CC1` (centres undefined) gave SSB-PriA inh -11, MazF activator 5, VHR inh abs -6, CCHF vOTU inh 14, PrPC TRFRET -1, Anthrax LF prot -2, BoNT A protease 0.2, 3CLpro inhibitor -3, BoNT F protease -3 and Rv3671c inh -9.
`CC(=O)Nc1ccccc1OC(C)C(=O)N1CC(C)CC(C)C1` (centres undefined) gave SSB-PriA inh 0, MazF activator -1, VHR inh abs 12, CCHF vOTU inh 3, PrPC TRFRET 3, Anthrax LF prot -5, BoNT A protease -1.2, 3CLpro inhibitor 3, BoNT F protease -3 and Rv3671c inh 11.
CC(=O)N1CCc2cc(S(=O)(=O)NC(Cc3ccccc3)C(=O)NCCN3CCCCC3C)ccc21 (centres undefined) was read as SSB-PriA inh 10, MazF activator -2, VHR inh abs 29, CCHF vOTU inh -8, PrPC TRFRET 2, Anthrax LF prot -4, BoNT A protease -1.4, 3CLpro inhibitor -1, BoNT F protease -1 and Rv3671c inh 6.
Screening Cc1ncc(CO)c2c1Oc1nc(-c3ccccc3)nc(SCC(=O)N3CCCCC3)c1C2 returned SSB-PriA inh 11, MazF activator 5, VHR inh abs 14, CCHF vOTU inh 4, PrPC TRFRET -2, Anthrax LF prot 2, BoNT A protease 1.3, 3CLpro inhibitor -2, BoNT F protease -3 and Rv3671c inh -7.
Cn1c(=O)c2[nH]c(C3CC3)nc2n(C)c1=O was read as SSB-PriA inh -14, MazF activator -1, CCHF vOTU inh -4, PrPC TRFRET -9, Anthrax LF prot 8, BoNT A protease -0.2 and BoNT F protease 9.

Reprinted at random: 3 entries already listed
`O=C(C[C@H]1C[C@H](C(=O)N2CCCCC2)[C@@]2(CCc3ccccc3)c3[nH]c4ccc(Cl)cc4c3CCN2C1=O)NCCCn1ccnc1` gave SSB-PriA inh 5, MazF activator 2, CCHF vOTU inh -5, PrPC TRFRET -4, Anthrax LF prot -3, BoNT A protease -0.6 and BoNT F protease -9.
For OC1(c2ccccc2)C/C(=N\n2cnnc2)C=C1c1ccccc1 (centres undefined) the results were MazF activator -5, VHR inh abs -21, CCHF vOTU inh -15, PrPC TRFRET -1, Anthrax LF prot -4, BoNT A protease -2.5, 3CLpro inhibitor -1, BoNT F protease -14 and Rv3671c inh 9.
For O=c1[nH]cnc(O)c1C(c1cccc([N+](=O)[O-])c1)c1c(O)nc[nH]c1=O the results were SSB-PriA inh 4, MazF activator 11, VHR inh abs -26, CCHF vOTU inh 17, PrPC TRFRET 1, Anthrax LF prot -3, BoNT A protease -2.4, 3CLpro inhibitor -4, BoNT F protease -5 and Rv3671c inh -1.

Following part:
Screening COc1ccc(C(=O)N2CCN(c3ccccc3Cl)CC2)cc1S(=O)(=O)NC1CC1 returned SSB-PriA inh -7, MazF activator -16, CCHF vOTU inh -3, PrPC TRFRET 0, Anthrax LF prot -6, BoNT A protease -1.7, BoNT F protease -2 and Rv3671c inh 7.
For O=C(CN(Cc1ccco1)Cc1cccs1)N1CCN(S(=O)(=O)c2cccc(F)c2)CC1 the results were SSB-PriA inh -3, MazF activator 0, CCHF vOTU inh 7, PrPC TRFRET -1, Anthrax LF prot 1, BoNT A protease -0.8, BoNT F protease -4 and Rv3671c inh -6.
`C/C(=N\NC(=O)c1ccc([N+](=O)[O-])cc1)c1c(O)cc(C)oc1=O` gave MazF activator 7, VHR inh abs 11, CCHF vOTU inh 5, PrPC TRFRET -7, Anthrax LF prot 0, BoNT A protease -3.8, 3CLpro inhibitor -1, BoNT F protease -14 and Rv3671c inh 2.
Screening COc1ccc(Nc2nc3ccccc3c(=O)s2)c(OC)c1 returned SSB-PriA inh -30, MazF activator 4, VHR inh abs 28, CCHF vOTU inh -4, PrPC TRFRET 1, Anthrax LF prot 2, BoNT A protease -0.4, 3CLpro inhibitor -6, BoNT F protease 3 and Rv3671c inh -10.
Screening COc1ccc(CNC(=O)COC(=O)C2CCC(C(C)(C)C)CC2)cc1 (centres undefined) returned SSB-PriA inh -22, MazF activator -8, VHR inh abs -10, CCHF vOTU inh 14, PrPC TRFRET 10, Anthrax LF prot 0, BoNT A protease -0.1, 3CLpro inhibitor 7, BoNT F protease -3 and Rv3671c inh -1.
For CCOC(=O)N1CCC(NCCNC(=O)c2ccc(F)c(F)c2)CC1 the results were SSB-PriA inh -3, MazF activator 4, CCHF vOTU inh 4, PrPC TRFRET -3, Anthrax LF prot -16, BoNT A protease -0.6, BoNT F protease -18 and Rv3671c inh 0.
For O=C(CN1CCOCC1)Nc1cccc(C(F)(F)F)c1 the results were SSB-PriA inh 4, MazF activator -3, CCHF vOTU inh -10, PrPC TRFRET 6 and Rv3671c inh 5.
For Cc1cccc(NC(=O)CSc2nnc(NC(=O)c3ccco3)s2)c1 the results were SSB-PriA inh 4, MazF activator 2, VHR inh abs -10, CCHF vOTU inh -2, PrPC TRFRET 8, Anthrax LF prot 3, BoNT A protease -0.4, 3CLpro inhibitor 3, BoNT F protease -6 and Rv3671c inh 3.
c1csc(CSc2nnc3sc4ccccc4n23)c1 was read as SSB-PriA inh -3&-8, MazF activator 4, VHR inh abs 0, CCHF vOTU inh 0, PrPC TRFRET 4, Anthrax LF prot -5, BoNT A protease -0.1, 3CLpro inhibitor -1, BoNT F protease inconclusive and Rv3671c inh 2.
Screening Cc1cccc(C(=O)Nc2nnc(-c3ccncc3)o2)c1 returned SSB-PriA inh -5, MazF activator -3, VHR inh abs -10, CCHF vOTU inh -3, PrPC TRFRET 4, Anthrax LF prot 4, BoNT A protease 0.4, 3CLpro inhibitor -1, BoNT F protease 1 and Rv3671c inh 6.
N/C(=N\OC(=O)c1ccc([N+](=O)[O-])cc1)c1ccccn1 was read as MazF activator 2, VHR inh abs 3, CCHF vOTU inh -7, PrPC TRFRET -13, Anthrax LF prot 4, BoNT A protease 0.2, 3CLpro inhibitor 4, BoNT F protease 0 and Rv3671c inh 7.
Screening COc1cc(/C=N/NC(=O)CN(Cc2ccco2)S(=O)(=O)c2ccccc2)ccc1O returned MazF activator 7, VHR inh abs -2, CCHF vOTU inh -8, PrPC TRFRET -1, Anthrax LF prot -1, BoNT A protease 1.3, 3CLpro inhibitor -2, BoNT F protease -1 and Rv3671c inh 10.
`N#CCCCSc1nnc(-c2ccc(Cl)cc2)n1-c1ccccc1` gave SSB-PriA inh -23, MazF activator -3, VHR inh abs 22, CCHF vOTU inh -9, PrPC TRFRET 5, Anthrax LF prot -1, BoNT A protease -0.1, 3CLpro inhibitor 5, BoNT F protease 0 and Rv3671c inh 0.
Screening CCC1CCCCN1C(=O)COc1ccc2c(c1)OCO2 (centres undefined) returned SSB-PriA inh 3, MazF activator 8, VHR inh abs 15, CCHF vOTU inh 19, PrPC TRFRET 7, Anthrax LF prot 3, BoNT A protease -1.5, 3CLpro inhibitor -10, BoNT F protease -3 and Rv3671c inh -5.
For Cc1ccc(/C=C/C(=O)O)cc1S(=O)(=O)NCCCC(=O)O the results were SSB-PriA inh -9, MazF activator -2, VHR inh abs 22, CCHF vOTU inh 7, PrPC TRFRET -7, Anthrax LF prot -1, BoNT A protease -0.1, 3CLpro inhibitor -2, BoNT F protease -18 and Rv3671c inh 3.
For C/C(N)=C(/C#N)C(=O)COC(=O)C1=NN(c2ccccc2)C(=O)CC1 the results were SSB-PriA inh -3, MazF activator 0, VHR inh abs 35, CCHF vOTU inh -18, PrPC TRFRET 3, Anthrax LF prot -18, BoNT A protease 0.8, 3CLpro inhibitor -6, BoNT F protease 3 and Rv3671c inh 5.
CCC(C)(C)NC(=O)C(c1ccccn1)N(C(=O)c1csnn1)c1ccc(C)cc1 (centres undefined) was read as SSB-PriA inh -10, MazF activator 0, VHR inh abs -28, CCHF vOTU inh -7, PrPC TRFRET -7, Anthrax LF prot -3, BoNT A protease -0.3, 3CLpro inhibitor 1, BoNT F protease -1 and Rv3671c inh -4.
CC(=O)Nc1ccc(NC(=O)Nc2ccccc2)cc1 was read as SSB-PriA inh -22, MazF activator 2, VHR inh abs -4, CCHF vOTU inh -8, PrPC TRFRET 0, Anthrax LF prot 16, BoNT A protease -3.1, 3CLpro inhibitor -2, BoNT F protease 14 and Rv3671c inh -8.
`O=C(NCCc1cn[nH]c1)C1CCC(=O)N(CCc2cccc(F)c2)C1` (centres undefined) gave SSB-PriA inh -4, MazF activator 5, VHR inh abs 16, CCHF vOTU inh -7, PrPC TRFRET 1, Anthrax LF prot 4, BoNT A protease 1.8, 3CLpro inhibitor -1, BoNT F protease 9 and Rv3671c inh -1.
Screening COc1ccc2[nH]c3c(NCCCN4CCCC4=O)ncnc3c2c1 returned SSB-PriA inh -10, MazF activator 2, VHR inh abs 34, CCHF vOTU inh -61, PrPC TRFRET 2, Anthrax LF prot -6, BoNT A protease 0.7, 3CLpro inhibitor 1, BoNT F protease -14 and Rv3671c inh 5.
